# JMJD2E inh – JMJD2E (human) inhibition; B2RXH2; JMJD2E catalytic domain, FDH-coupled NADH fluorescence (FDH is formaldehyde dehydrogenase); Potency, µM (titrated, usually from 57.1 µM), for the others: at the top dose activity change, negative = inhibition, hits mostly inhibitors; 230,000 tested, 1.6% active; active = well fitted inhibition curve with a large enough effect, not every such curve was filed as active; inconclusive = small, poorly fitted or top-dose-only effect, or another doubt; inactive = no such curve, though single readings can be large or run the other way;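 also: 0% = wells with enzyme and -100% = buffer wells without enzyme; nearly all actives have a fitted effect of over 50% in size; many of its hits are not listed in these tables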
# ALDH1A1 block – inhibitors of human aldehyde dehydrogenase 1A1; Purified ALDH1A1, NADH fluorescence, propionaldehyde substrate; AID 1030; P00352; 220,000 tested, 7.3% active; Potency, µM (top dose mostly 75.3 µM), inactives show at the highest dose activity, negative = inhibition, most hits filed as inhibitors; active = well fitted inhibition curve with a large enough effect, not every such curve was filed as active; inconclusive = small, poorly fitted or top-dose-only effect, or another doubt; inactive = no such curve, though single readings can be large or run the other way;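 also: plate controls were no enzyme wells and a reference inhibitor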
# TRb-SRC2 inh – inhibitors of human thyroid hormone receptor beta-SRC2 interaction; 280,000 tested, 0.065% active; TRbeta-SRC2 peptide binding, fluorescence polarization; receptor liganded with 1 µM T3; Potency, µM (series often up to 106 µM), for the others: at the highest dose activity change, negative = inhibition, usual class: inhibitors; AID 1469; P10828;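 also: plate controls were bound peptide for no effect and peptide without receptor for full effect; nearly all actives have a fitted effect of over 50% in size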
# Target sequence (P10828 whole entry, looked up): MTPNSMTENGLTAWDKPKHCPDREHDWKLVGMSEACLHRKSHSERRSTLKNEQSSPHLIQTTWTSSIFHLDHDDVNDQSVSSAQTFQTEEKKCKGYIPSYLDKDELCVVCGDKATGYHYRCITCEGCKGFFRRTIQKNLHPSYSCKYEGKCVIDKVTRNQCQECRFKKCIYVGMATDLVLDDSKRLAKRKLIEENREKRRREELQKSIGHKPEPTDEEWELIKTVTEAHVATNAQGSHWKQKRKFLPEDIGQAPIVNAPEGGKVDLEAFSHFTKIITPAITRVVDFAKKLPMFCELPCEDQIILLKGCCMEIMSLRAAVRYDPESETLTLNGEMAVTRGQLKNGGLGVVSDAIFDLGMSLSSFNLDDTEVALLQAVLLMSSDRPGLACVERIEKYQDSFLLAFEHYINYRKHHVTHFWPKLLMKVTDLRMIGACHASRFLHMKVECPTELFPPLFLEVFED
#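 Each compound concentration gave % activity, normalized to unbound and bound Texas Red SRC2 controls, from polarization read after 5 hr ambient incubation with T3-loaded human TRb LBD.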
# TR SRC2 fluor cs – alters Texas Red total fluorescence, flagging assay interference; 280,000 tested, 0.29% active; TRb/SRC2 Texas Red total fluorescence interference; AID 1479; Potency, µM (titrated, usually from 106 µM), inactives show top-dose fluorescence change, negative = quenching; active = well fitted curve in either direction with a large enough effect; inconclusive = small, poorly fitted or top-dose-only effect; also: % is scaled to controls: 0 for no effect and ±100 for the full control effect
#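 Human TRb ligand-binding domain at 0.6 uM with 20 nM Texas Red SRC2 peptide in Tris buffer containing 1 uM T3 and 5% DMSO, incubated with compound 5 h at ambient temperature. Total fluorescence (555/632 nm) calculated as parallel + 2 × perpendicular.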
# RECQ1 helicase – RECQ1 (human) helicase inhibition; P46063; RECQ1 DNA unwinding, red fluorescence kinetic read; Potency, µM (doses to about 57.3 µM), for inactives: top-dose activity, negative = inhibition, usual class: inhibitors; 240,000 tested, 0.54% active; AID 2549;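 also: plate controls were vehicle for no effect and no enzyme for full effect; nearly all actives have a fitted effect of over 30% in size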
# Target sequence (P46063 whole entry, looked up): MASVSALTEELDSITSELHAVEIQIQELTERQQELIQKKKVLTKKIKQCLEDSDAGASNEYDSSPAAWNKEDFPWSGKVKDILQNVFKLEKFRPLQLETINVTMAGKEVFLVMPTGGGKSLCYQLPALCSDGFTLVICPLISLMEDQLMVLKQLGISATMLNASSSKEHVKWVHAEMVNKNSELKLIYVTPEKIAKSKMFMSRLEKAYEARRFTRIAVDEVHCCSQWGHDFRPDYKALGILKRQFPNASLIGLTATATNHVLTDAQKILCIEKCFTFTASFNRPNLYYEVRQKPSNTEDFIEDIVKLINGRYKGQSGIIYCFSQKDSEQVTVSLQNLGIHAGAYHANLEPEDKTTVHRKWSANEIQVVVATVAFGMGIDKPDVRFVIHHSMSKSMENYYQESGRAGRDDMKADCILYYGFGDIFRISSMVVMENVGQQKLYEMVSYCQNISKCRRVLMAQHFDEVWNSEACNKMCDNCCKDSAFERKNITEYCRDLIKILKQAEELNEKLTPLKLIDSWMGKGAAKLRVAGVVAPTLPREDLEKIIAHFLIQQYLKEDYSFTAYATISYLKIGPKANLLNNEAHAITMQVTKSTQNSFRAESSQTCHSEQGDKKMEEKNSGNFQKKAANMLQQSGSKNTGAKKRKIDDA
#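 50 nM RECQ1T1 preincubated 15 min with compound in Tris pH 8.0 buffer with MgCl2, DTT, Tween-20 and 2.5 ug/ml poly(dI-dC); started with 200 nM TAMRA/BHQ-2 forked duplex and 2 mM ATP. Unwinding read as fluorescence (525/598 nm), two reads 2 h apart.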
# Lamin A splicing – modulators of lamin A splicing | Potency, µM (series often up to 46.1 µM), without a hit: at the top dose ratio change, negative = inhibition, usual class: inhibitors | AID 1487 | 200,000 tested, 0.01% active | HeLa LMNA splicing GFP/RFP minigene ratio, 48 h; active = well fitted inhibition curve with a large enough effect in the signal ratio, with a control signal flat, not every such curve was filed as active; inconclusive = small, poorly fitted or top-dose-only effect, or effect the other way, or a change in a side signal; the % refers to the signal ratio; also: % is scaled to controls: 0 for no effect and ±100 for the full control effect
#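 Read-out is the ratio of GFP to DsRed2 object intensity, acquired by 488 nm laser-scanning cytometry on HeLa lamin A-EGFP minigene reporter cells. Compound incubation 48 hrs at 37 °C in Opti-MEM with 2% FBS; DMSO 0.5% final.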
# RGS12 GoLoco inh – inhibitors of human Gai1-RGS12 GoLoco interaction (red fluorophore); P63096; Gai1:RGS12 GoLoco peptide FP, rhodamine, 10 min; Potency, µM (highest dose often 61.6 µM), for inactives: at the top dose activity, negative = inhibition, usual class: inhibitors; 230,000 tested, 0.44% active; active = well fitted inhibition curve with a large enough effect, not every such curve was filed as active; inactive = no such curve, though single readings can be large or run the other way; also: % is scaled to controls: 0 for no effect and ±100 for the full control effect; nearly all actives have a fitted effect of over 30% in size; many of its hits are not listed in these tables
# SMN2 splice up – SMN2 splice variant enhancement; Potency, µM (doses to about 46.1 µM), for the others: at the top dose activity change, positive = activation, actives largely listed as activators; HEK293 SMN2-luciferase splicing reporter, luminescence, 30-36 h; 210,000 tested, 2.8% active; also: % of control where 0% means no effect; nearly all actives have a fitted effect of over 55% in size
#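 HEK293 cells carry an SMN2 […]–luciferase reporter in which exon 7 inclusion puts luciferase in frame. Cells were plated 10-12 h before compound addition, then incubated 30-36 h at 37C. ONE-Glo luminescence was read; sodium butyrate at 4.5 mM final served as control.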
# * hit, by the source's call; i = inactive; ? = inconclusive; · = not tested or not shown; [ ] = remark or other dose. Unless noted, calls follow the shape of the dose curve; as a rule, active = well fitted curve in the direction sought with a large enough effect; inconclusive = small, poorly fitted or top-dose-only effect, or another doubt; inactive = no such curve, though single readings can be large; an effect the other way counts as inactive or inconclusive. Potency is read from the fitted curve at half-maximal effect.
mol,JMJD2E inh,ALDH1A1 block,TRb-SRC2 inh,TR SRC2 fluor cs,RECQ1 helicase,Lamin A splicing,RGS12 GoLoco inh,SMN2 splice up
C=CCn1cc(C(=O)OC)c(=O)c2cc(S(=O)(=O)N3CCC(C)CC3)ccc21,-10%,-4%,1%,-3%,5%,?,4%,-12%
CCOC(=O)Cn1nnnc1C(C(C)C)N(Cc1cc2c(C)cc(C)cc2[nH]c1=O)C1CCCC1 (configuration not stated),0%,3.5µM*,-27%,-1%,-15%,?,-2%,-4%
Oc1ccc(C=Nc2ccc(N3CCOCC3)cc2)c(O)c1,?,-12%,-1%,-6%,-7%,-4%,4%,4%
O=C(CSc1ccccn1)Nc1ccc(Cl)cn1,3%,?,2%,-6%,-3%,·,1%,·
CC(C)(C)NS(=O)(=O)c1ccc(CCC(=O)O)cc1,18%,0%,3%,-2%,8%,4%,1%,3%
CN(C)C(=O)c1cn(-c2ccccc2)nc1-c1cc2ccccc2oc1=O,?,?,-4%,0%,-4%,·,-2%,21%
CCc1ccc(NC(=O)Cn2c3[n+](c4c(F)c(F)ccc42)CCCCC3)cc1,15%,10µM*,-10%,-4%,-5%,?,-2%,-4%
CC1CCCCC1NC(=S)NC(=O)c1sc2ccccc2c1Cl (configuration not stated),-10%,?,-1%,-6%,i,·,13%,·
Cn1[nH]c(CSc2ccc(Cl)cc2)cc1=O,?,1.8µM*,-1%,-4%,-6%,7%[46 µM],5%,2%
Cc1ccnc(NS(=O)(=O)c2ccc(N3C(=O)Nc4ccccc4N3O)cc2)c1,-2%,-3%,-1%,5%,i,-11%[46 µM],8%,11%
O=C(NCCOC(=O)c1ccc(C(=O)OCCNC(=O)c2cccnc2)s1)c1cccnc1,-4%,16%,0%,-5%,1%,6%,3%,6%
Cc1c(-c2ccn[nH]2)cc(NC(=O)c2ccc(Cl)cc2)c(=O)n1N,-4%,7%,-2%,0%,i,?,5%,-11%
CN1CCN(/N=C/c2ccc(-c3ccc([N+](=O)[O-])cc3Cl)o2)CC1,-4%,-5%,-8%,-2%,-5%,-30%[46 µM],63%[activator],-4%
Cc1c(Cl)cccc1-n1c(SCC(=O)NCc2cccs2)nnc1-c1ccncc1,4%,?,-17%,1%,i,?,46%[activator],-3%
Cc1oc(C(=O)O)cc1CSCc1cc(C(=O)O)c(C)o1,-2%,?,-5%,-3%,-1%,20%,-2%,8%
COCCn1c(SCC(=O)NCc2ccco2)nc2cccnc21,-2%,-3%,5%,0%,-22%,10%,12%,-13%
CN(C)c1nc(N2CCOCC2)nc(N(c2ccccc2)c2ccccc2)n1,-7%,4%,-2%,1%,1%,?,0%,-2%
COC(=O)CC1=NN(c2ccccc2)C(=O)/C1=C\c1ccc(OC)cc1,-2%,?,0%,-3%,-6%,-9%,-6%,-8%
CCCCOc1ccc(C(O)C(CN2CCOCC2)c2ccccc2)cc1 (configuration not stated),7%,·,5%,-1%,6%,·,1%,·
Cc1ccccc1NC(=S)NCC1CCN(C(C)c2ccccc2)C1 (configuration not stated),-4%,3%,2%,-3%,-1%,·,-5%,·

# (list continues)
mol,JMJD2E inh,ALDH1A1 block,TRb-SRC2 inh,TR SRC2 fluor cs,RECQ1 helicase,Lamin A splicing,RGS12 GoLoco inh,SMN2 splice up
CN(C)c1ccc(NC(=O)C(=O)NCCOc2ccccc2)cc1,-5%,-3%,5%,0%,i,·,-6%,9%
CCCn1nnnc1SCC(=O)Nc1ccc(F)cc1,6%,?,0%,1%,i,7%,-2%,-5%
CCOC(=O)c1ccccc1NC(=O)CSc1nc(N)cc(N)n1,4%,-8%,-5%,0%,-5%,-3%,0%,-19%
COc1cc(OC)c(S(=O)(=O)NC(C)C)cc1S(=O)(=O)NC(C)C,-7%,-5%,-3%,-4%,-9%,·,-8%,·
Cc1cccc(NC(=O)c2cc3ccccc3o2)c1,-18%,-4%,-1%,-4%,-5%,?,12%,13µM*
Cc1ccc(OCC(=O)Nc2cc(S(=O)(=O)N3CCOCC3)ccc2Cl)c([N+](=O)[O-])n1,-1%,·,3%,-2%,-3%,·,0%,·
O=C1CCCc2[nH]c(-c3ccccc3)nc21,4%,2%,-9%,-8%,-6%,·,-19%,·
O=c1c2ccccc2nc(-c2ccco2)n1/N=C/c1ccccc1O,2%,-15%,7%,-2%,-1%,-11%,9%,-8%
CCn1c(COc2ccc(Cl)cc2)nnc1SC1CCc2ccccc2C1=O (configuration not stated),-30%,?,1%,-5%,-3%,?,9%,-60%[inhibitor]
O=C(NNC(=O)C1CCN(S(=O)(=O)c2ccc(Cl)cc2)CC1)c1ccncc1,3%,7%,-4%,0%,11%,·,3%,·
Cc1noc(C)c1-c1cc(N2CCNCC2)ncn1,·,?,·,·,i,-2%,6%,·
O=C(NC1CCN(Cc2ccccc2)CC1)c1ccc2c(c1)OCCCO2,1%,·,6%,-1%,-3%,·,6%,·
O=C(CSc1ncnc2ccccc12)Nc1ccc2c(c1)OCCO2,-5%,-3%,0%,-1%,-6%,?,-4%,0%
CCOC(=O)C1CCN(S(=O)(=O)c2ccc(-c3nc4ccccc4s3)s2)CC1,?,?,7%,1%,-16%,4%,8%,-28%
COc1ccc(NC(=O)N2CCN(c3ccc([N+](=O)[O-])cc3)CC2)cc1OC,-10%,8.9µM*,-10%,4%,i,·,2%,-61%[inhibitor]
COc1ccc(C2CC(c3ccccc3)Nc3ncnn32)cc1 (configuration not stated),-18%,9%,-4%,-2%,-2%,-2%,7%,3%
C=COC(=O)c1sc2nc(C)cc(C)c2c1N,?,·,3%,-1%,-3%,·,13%,·
Cc1cc(C)cc(OC(=O)CS(=O)c2ccc(C(F)(F)F)cc2[N+](=O)[O-])c1 (configuration not stated),8%,1%,-7%,-2%,-13%,?,3%,13%
COc1ccc(NC(=S)N(CCc2ccc(OC)c(OC)c2)Cc2ccccn2)cc1,-25%,?,1%,-2%,i,·,8%,4%
COc1cc(/C=C/C(=O)c2ccc(C)cc2)ccc1OCC#N,-3%,13µM*,-2%,-1%,1%,?,7%,-112%[inhibitor]

# Additional records
mol,JMJD2E inh,ALDH1A1 block,TRb-SRC2 inh,TR SRC2 fluor cs,RECQ1 helicase,Lamin A splicing,RGS12 GoLoco inh,SMN2 splice up
CCOc1ccc(NC(=S)Nc2cc(C)[nH]n2)cc1,2%,14µM*,2%,-6%,i,?,4%,21%
Cc1cc(=O)oc2ccc(OCC(=O)N3CCc4ccccc43)cc12,-13%,16µM*,-2%,1%,i,-9%,-1%,-6%
COc1ccc2nc(N=NC3=C(O)CC(C)(C)CC3=O)sc2c1,?,?,5%,-4%,-4%,·,15%,-92%[inhibitor]
Cc1ccc(-c2nc(-c3cccnc3)no2)c(C)c1,0%,-9%,5%,0%,i,6%,1%,16µM*
COc1ccccc1NC(=O)c1ccc2c(c1)nnn2C,1%,13%,0%,2%,i,20%[46 µM],3%,8%
NC(=O)c1ccc(NCCc2ccccc2)c([N+](=O)[O-])c1,-9%,3%,-5%,-1%,i,·,15%,24%
O=C(c1ccc(Cl)c(Cl)c1)N1CCOCC1,5%,9%,-1%,-6%,-4%,-10%,-3%,8%
CN(C)c1cccc(C(=O)OC(C(=O)Nc2ccc(Cl)cc2C(F)(F)F)c2ccccc2)c1 (configuration not stated),?,12%,8%,-1%,-11%,-9%,8%,-12%
Cc1ccc(C)c(Cn2c(=O)n(CCC(=O)NCc3ccco3)c(=O)c3ccccc32)c1,1%,5%,-6%,1%,-15%,-3%,7%,-11%
CCN1CCN(C(=O)Nc2cc(Cl)ccc2OC)CC1,9%,6%,3%,-2%,i,-17%[46 µM],5%,-10%
C/C(=N\NC1=N[C@H]2CS(=O)(=O)C[C@H]2S1)c1ccccc1,6%,·,-6%,1%,-7%,·,4%,·
CSc1sc(-c2nnc(SCC(=O)Nc3ccc(Cl)cc3)n2C)c2c1C=CCC2,·,-13%,-8%,-6%,-2%,19%[46 µM],8%,·
Cc1ccc(-n2nc(-c3cccnc3)cc2C(=O)N2CCOCC2)c(C)c1,-5%,-11%,-6%,-7%,i,-1%,23%,-15%
CN(C)S(=O)(=O)c1ccc(NC(=O)N2CCN(c3cccc(C(F)(F)F)c3)CC2)cc1,-2%,5%,-23%,-1%,-33%,?,0%,-64%[inhibitor]
O=C(CSc1ccc(Cl)cc1)Nc1ncccn1,-2%,?,-4%,-3%,0%,-2%,11%,2%
O=C(c1cccc(COc2ccc(Cl)cc2Cl)c1)N1CCN(c2ccccn2)CC1,0%,?,8%,0%,-10%,?,4%,4µM*
CC(=O)N1N=C2/C(=C/c3ccccc3)CCCC2C1c1ccccc1 (configuration not stated),2%,?,2%,-8%,-9%,·,6%,·
FC(F)Oc1ccc(-c2c[n+]3c(n2-c2ccccc2)CCCCC3)cc1,6%,·,3%,0%,3%,·,9%,·

# Molecules listed so far that have a nitro group on carbon (5):
mol,JMJD2E inh,ALDH1A1 block,TRb-SRC2 inh,TR SRC2 fluor cs,RECQ1 helicase,Lamin A splicing,RGS12 GoLoco inh,SMN2 splice up
CN1CCN(/N=C/c2ccc(-c3ccc([N+](=O)[O-])cc3Cl)o2)CC1,-4%,-5%,-8%,-2%,-5%,-30%[46 µM],63%[activator],-4%
Cc1ccc(OCC(=O)Nc2cc(S(=O)(=O)N3CCOCC3)ccc2Cl)c([N+](=O)[O-])n1,-1%,·,3%,-2%,-3%,·,0%,·
COc1ccc(NC(=O)N2CCN(c3ccc([N+](=O)[O-])cc3)CC2)cc1OC,-10%,8.9µM*,-10%,4%,i,·,2%,-61%[inhibitor]
Cc1cc(C)cc(OC(=O)CS(=O)c2ccc(C(F)(F)F)cc2[N+](=O)[O-])c1 (configuration not stated),8%,1%,-7%,-2%,-13%,?,3%,13%
NC(=O)c1ccc(NCCc2ccccc2)c([N+](=O)[O-])c1,-9%,3%,-5%,-1%,i,·,15%,24%

# Screens: PubChem, National Center for Advancing Translational Sciences (NCATS)

# An excerpt; count on the stated rates, not on these rows.
